Assay outcomes deposited in PubChem by National Center for Advancing Translational Sciences (NCATS).
SMN2 splice up – enhancers of SMN2 splice variant expression | HEK293 SMN2-luciferase splicing reporter, luminescence, 30-36 h | Potency, µM (doses to about 46.1 µM), without a hit: at the highest dose activity change, positive = activation, actives largely listed as activators | hit rate 2.8% among 210,000; also: % of control where 0% means no effect; nearly all actives have a fitted effect of over 55% in size
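HEK293 cells carry an SMN2 […]–luciferase reporter in which exon 7 inclusion puts luciferase in frame. Cells were plated 10-12 h before compound addition, then incubated 30-36 h at 37C. ONE-Glo luminescence was read; sodium butyrate at 4.5 mM final served as control.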
Tau FP inhib – tau fibrillization inhibition (FP). Potency, µM (series often up to 57.7 µM), for inactives: top-dose activity, negative = inhibition, usual class: inhibitors. hit rate 0.39% among 280,000. K18 P301L tau heparin fibrillization, Alexa594 FP, 6 h; also: % is scaled to controls: 0 for no effect and ±100 for the full control effect; nearly all actives have a fitted effect of over 55% in size
Target sequence (P10636 561-689 P618L limits assumed): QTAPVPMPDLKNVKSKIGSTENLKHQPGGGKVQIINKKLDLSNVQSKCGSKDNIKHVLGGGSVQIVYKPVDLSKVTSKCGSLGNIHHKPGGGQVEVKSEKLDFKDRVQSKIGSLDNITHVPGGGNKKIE
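FP of Alexa 594-tau after heparin (20 uM) induction. Substrate: human K18 P301L, 15 uM unlabeled, 0.24 uM labeled. Buffer 100 mM sodium acetate pH 7. 6 hr, 37 C.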
ALDH1A1 block – ALDH1A1 (human) enzyme inhibition; hit rate 7.3% among 220,000; Potency, µM (highest dose often 75.3 µM), for the others: at the highest dose activity, negative = inhibition, most hits filed as inhibitors; Purified ALDH1A1, NADH fluorescence, propionaldehyde substrate; active = well fitted inhibition curve with a large enough effect, not every such curve was filed as active; inconclusive = small, poorly fitted or top-dose-only effect, or another doubt; inactive = no such curve, though single readings can be large or run the other way;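 also: plate controls were no enzyme wells and a reference inhibitor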
Target sequence (P00352 whole entry, looked up): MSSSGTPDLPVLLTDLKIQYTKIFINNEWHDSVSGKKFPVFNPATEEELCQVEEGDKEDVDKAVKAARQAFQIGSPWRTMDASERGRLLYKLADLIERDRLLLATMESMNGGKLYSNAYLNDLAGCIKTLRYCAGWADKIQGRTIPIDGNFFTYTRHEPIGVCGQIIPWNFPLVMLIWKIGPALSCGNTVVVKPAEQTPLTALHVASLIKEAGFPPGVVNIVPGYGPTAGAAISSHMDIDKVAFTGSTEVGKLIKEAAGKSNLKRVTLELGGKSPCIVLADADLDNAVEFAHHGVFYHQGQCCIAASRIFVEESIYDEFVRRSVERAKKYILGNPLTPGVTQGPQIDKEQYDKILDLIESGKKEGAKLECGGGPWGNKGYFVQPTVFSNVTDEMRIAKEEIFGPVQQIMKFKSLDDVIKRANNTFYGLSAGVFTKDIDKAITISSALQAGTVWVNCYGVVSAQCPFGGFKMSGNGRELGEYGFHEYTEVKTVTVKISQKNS
Tau fibril ThT – blocks human tau fibril formation measured by thioflavin T | P10636 | recombinant tau K18 P301L, heparin-induced fibrillization, ThT fluorescence | Potency, µM (doses to about 57.4 µM), without a hit: top-dose activity, negative = inhibition, usual class: inhibitors | hit rate 2.1% among 270,000 | AID 1460; also: % is scaled to controls: 0 for no effect and ±100 for the full control effect; nearly all actives have a fitted effect of over 55% in size
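K18 P301L tau (15 uM + 0.24 uM Alexa 594-tagged), heparin 20 uM, NaOAc pH 7, 6 h 37 C; ThT 30 uM, 1 h RT, ex 450/em 510 nm.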
Tau fluor counter – counter-screen for tau fibril formation inhibitors | Potency, µM (series often up to 57.7 µM), inactives show at the highest dose activity change, negative = decrease | hit rate 0.93% among 280,000 | tau K18 P301L Alexa594 fluorescence, heparin fibrillization; also: % is scaled to controls: 0 for no effect and ±100 for the full control effect; nearly all actives have a fitted effect of over 55% in size
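Human tau K18 P301L (15 uM unlabeled, 0.24 uM Alexa 594-labeled) in 100 mM sodium acetate pH 7 with 20 uM heparin, 6 hr at 37 C. ThT 30 uM added, 1 hr ambient; Alexa 594 FP and total fluorescence read at 555/632 nm.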
JMJD2E inh – inhibitors of human JMJD2E histone demethylase. JMJD2E catalytic domain, FDH-coupled NADH fluorescence (FDH is formaldehyde dehydrogenase). hit rate 1.6% among 230,000. B2RXH2. AID 2147. Potency, µM (doses to about 57.1 µM), for the others: at the highest dose activity change, negative = inhibition, most hits filed as inhibitors; active = well fitted inhibition curve with a large enough effect, not every such curve was filed as active; inconclusive = small, poorly fitted or top-dose-only effect, or another doubt; inactive = no such curve, though single readings can be large or run the other way;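 also: 0% = wells with enzyme and -100% = buffer wells without enzyme; nearly all actives have a fitted effect of over 50% in size; many of its hits are not listed in these tables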
Target sequence (B2RXH2 1-337 limits assumed): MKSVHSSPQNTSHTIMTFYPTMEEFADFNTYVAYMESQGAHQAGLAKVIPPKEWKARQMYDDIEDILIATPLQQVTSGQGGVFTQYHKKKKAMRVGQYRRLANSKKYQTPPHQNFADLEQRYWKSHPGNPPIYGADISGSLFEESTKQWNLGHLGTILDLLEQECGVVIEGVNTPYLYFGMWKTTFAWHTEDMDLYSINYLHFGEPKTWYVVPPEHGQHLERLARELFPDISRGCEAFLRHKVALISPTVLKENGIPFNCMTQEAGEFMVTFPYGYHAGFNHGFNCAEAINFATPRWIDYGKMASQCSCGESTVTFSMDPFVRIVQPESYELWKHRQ
HTT cytoprotect – protects HTT-Q103 PC12 cells, measured by ATP; PC12 HTT-Q103 induced, cytoprotection, ATP luminescence, 40 h; Potency, µM (highest dose often 56.4 µM), for the others: cytoprotection (ATP increase), usual class: activators; hit rate 0.14% among 230,000; AID 1471;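 also: % of control where 0% means no effect; nearly all actives have a fitted effect of over 45% in size; toxic huntingtin expression switched on by the ecdysone agonist tebufenozide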
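Huntington model: PC12 line, ecdysone-inducible HTTQ103 exon1–GFP, tebufenozide 100 nM. Test articles in a dose series. Endpoint luminescence from cellular ATP.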
HttQ103 aggreg – mutant huntingtin aggregation inhibition. PC12 HttQ103-GFP aggregates, Acumen cytometry, 40 h. Potency, µM (highest dose often 46.1 µM), inactives show at the highest dose activity change, negative = inhibition, hits mostly inhibitors. hit rate 1.1% among 220,000. AID 1688; also: % is scaled to controls: 0 for no effect and ±100 for the full control effect; nearly all actives have a fitted effect of over 60% in size
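Compounds (qHTS titration) were added to PC12 cells expressing an ecdysone-driven HTT exon 1 Q103–GFP fusion after induction with 100 nM tebufenozide. Aggregate formation was measured as GFP objects in cell lysates.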
* = called active by the depositor; ? = inconclusive; · = not tested or not shown; & = joins results of further samples; [ ] = another dose, or the depositor's remark. Unless noted, calls follow the shape of the dose curve; as a rule, active = well fitted curve in the direction sought with a large enough effect; inconclusive = small, poorly fitted or top-dose-only effect, or another doubt; inactive = no such curve, though single readings can be large; an effect the other way counts as inactive or inconclusive. Potency is read from the fitted curve at half-maximal effect.

item	Structure	HTT cytoprotect	Tau fluor counter	HttQ103 aggreg	JMJD2E inh	ALDH1A1 block	Tau fibril ThT	Tau FP inhib	SMN2 splice up
1	COc1ccccc1NC(=S)N(CCc1c(C)[nH]c2ccccc12)Cc1cccs1	0.2%[10 µM]	?	-5.1%	0.6%	?	?	?	24.0%
2	COc1ccccc1N1CCN(C(=O)CN(Cc2ccc(Cl)cc2)S(C)(=O)=O)CC1	-17.7%	-4.2%	-5.8%	3.1%	3.4%	-2.5%	5.2%	-8.9%
3	O=C(COc1ccccc1N1C(=O)c2ccccc2C1=O)c1ccc(Cl)cc1	6.5%[10 µM]	-18.6%	-1.8%	-2.4%	-1.2%	-6.0%	-6.4%	21.5%
4	O=C(CCc1ccccc1)NC(=S)Nc1ccc2c(c1)C(=O)OC2	3.4%	1.1%	8.9%[9.22 µM]	-0.9%	?	?	6.2%	10.9%
5	Cn1nnnc1P(=O)(c1ccccc1)c1ccccc1	12.7%	5.1%	11.4%	13.8%	2.7%	-0.4%	-5.6%	4.1%
6	OC(CSc1c(Cl)cccc1Cl)CN1CCN(c2ccc(F)cc2)CC1 (stereo not given)	-1.1%[10 µM]	?	-18.0%	-1.5%	-13.5%	?	12.5%	-22.9%
7	CSCC[C@H](NC(=O)OC(C)(C)C)C(=O)N/N=C/c1c(C)[nH]c(=O)[nH]c1=O	15.6%[10 µM]	2.6%	11.6%	-4.6%	1.0%	7.1%	-4.8%	-2.7%
8	COc1ccc(/C(C)=N/NC(=O)C2C3CCCCC32)c(OC)c1 (stereo not given)	·	4.2%	0.9%	1.4%	8.4%	-0.4%	8.1%	11.5%
9	COc1cccc(CN2CCN(Cc3ccc(O)c(OC)c3)CC2CCO)c1 (stereo not given)	13.3%[10 µM]	-12.4%	8.8%[9.22 µM]	-11.6%	9.7%	-17.9%	0.9%	·
10	CCOC(=O)c1cc(NC(=O)c2ccc(Cl)cc2)c(=O)oc1-c1ccccc1	-15.3%	-13.3%	-11.0%	6.4%	?	-12.1%	-1.9%	-43.3%[inhibitor]
11	Cc1ccc2c(Cl)cc(Cl)c(OCC(=O)NC3CCS(=O)(=O)C3)c2n1 (stereo not given)	-10.0%	-4.0%	-16.2%	?	-12.2%	-3.7%	-10.5%	17.3%
12	C=CCN1CCc2nc(N)sc2CC1	-65.3%[inhibitor]	-10.7%&-15.6%	-4.3%&15.5%	?	-3.9%	?	?	2.3%&-6.5%
13	Brc1ccc(-c2nnc(-c3ccccc3)c(N3CCSCC3)n2)cc1	-23.7%	-3.4%	-27.3%	-8.3%	-6.2%	-10.0%	-2.0%	-14.3%
14	COc1cccc(C(C(=O)NCc2ccco2)N(Cc2ccco2)C(=O)Cn2nnc3ccccc32)c1 (stereo not given)	-6.9%[10 µM]	5.6%	-31.5%	-1.9%	-9.8%	7.1%	2.0%	28.0%
15	CC(=O)N1CCc2c(sc3c2c(=O)n(-c2cc(Cl)ccc2C)c(=O)n3Cc2ccccc2F)C1	·	12.6%	·	·	·	0.0%	8.0%	27.8%
16	c1ccc(CSc2nnc3ccc(-c4cccs4)nn23)nc1	-12.5%	5.1%	-2.3%	?	-8.0%	1.1%	8.6%	?
17	CCCOc1ccc2oc(=O)c3c(c2c1)CCCN3C(=O)CN1CCCC(C(=O)OCC)C1 (stereo not given)	27.8%	-10.1%	22.1%	?	?	-14.6%	8.0%	-37.3%[inhibitor]
18	Cc1ccc(-c2cn3cccc(C)c3n2)cc1NS(=O)(=O)c1ccccc1	·	?	·	·	·	3.4%	-9.9%	23.5%
19	O=C(CN1CCN(S(=O)(=O)c2ccc(Cl)s2)CC1)N1CCOCC1	15.0%[10 µM]	-15.2%	5.6%[9.22 µM]	1.1%	·	-8.5%	-1.0%	·
20	CC(C)[C@@H](OCc1ccccc1)[C@H](C)/C=N\OC[C@@H](C)[C@H](OCc1ccccc1)C(C)C	-31.1%[inhibitor][10 µM]	-3.8%[11.6 µM]	·	·	-10.2%[13.5 µM]	-3.2%[11.5 µM]	-3.6%[11.6 µM]	·
21	COc1ccc(CCNC(=O)Cn2nnc(-c3ccc(N(C)C)cc3)n2)cc1OC	3.0%[1.9 µM]	-19.2%	8.1%	?	?	?	9.4%	-57.3%[inhibitor]
22	C#CCN1C(=O)C(O)(c2c(C)[nH]c3ccccc23)c2ccccc21 (stereo not given)	-7.0%[10 µM]	-12.5%	-21.1%[9.22 µM]	-28.1%	·	-8.2%	-1.4%	·
23	CCOC(=O)C1=C(CS(=O)(=O)c2cccc(C(F)(F)F)c2)NC(=O)NC1c1cccc(OC)c1 (stereo not given)	·	-18.9%	·	·	·	-10.4%	3.7%	7.1%
24	Cc1[nH]c2ccccc2c1/C=N/Nc1nc(N2CCCCC2)nc(N2CCCCC2)n1	10.0%[10 µM]	10µM*[quencher]	11.5%	-4.1%	-0.2%	?	?	-0.2%
25	Cc1nc2c(Cl)cccc2[nH]1	-4.3%	-9.5%	-5.1%	6.6%	8.9%	-14.0%	-2.1%	-6.8%
26	CC(C)CNS(=O)(=O)c1ccc(CCC(=O)NC2CCCC2)cc1	-17.3%	-4.3%	14.9%[9.22 µM]	9.6%	6.5%	-0.9%	-7.4%	2.8%
27	CCC(C)(C(=O)NC1CCCC1)N(C(=O)CC1NC(=O)NC1=O)c1c(C)n(C)n(-c2ccccc2)c1=O (stereo not given)	6.4%	-11.1%	6.7%	1.0%	10.0%	-7.9%	-2.5%	-4.3%
28	CN(C)CCC1CCN(c2cc(C#N)c(C#N)cc2[N+](=O)[O-])CC1	-26.4%	-2.8%	-13.7%	-2.6%	9.4%	-17.5%	-2.3%	?
29	O=C(Cc1c(Sc2ccccc2)c2ccccc2n1Cc1ccccc1)NCCO	·	?	1.6%	-1.2%	-1.9%	-12.4%	6.1%	·
30	Cc1ccc(-n2c(=O)[nH]c3sc4c(c3c2=O)CCCC4)cc1	·	-23.5%	·	·	·	?	-4.6%	2.3%
31	CC(C)Oc1cccc(C(=O)NC(=S)NCc2cccnc2)c1	2.1%[10 µM]	7.9%	17.1%	0.2%	1.6%	6.2%	4.1%	-13.9%
32	Cc1cc(C)nc(SCc2nnc(SCC(=O)Nc3ncc(C)s3)n2Cc2ccco2)n1	4.8%[1.9 µM]	-4.1%	0.6%	10.0%	8.6%	-7.4%	4.6%	-3.2%
33	CC1CCc2c(sc3nnn(Cc4ccccc4)c(=O)c23)C1 (stereo not given)	·	-15.5%	·	·	·	?	2.9%	-8.6%
34	O=C(CSc1ccc2c(c1)OCCO2)Nc1cccnc1Cl	-22.1%	-4.7%	-2.5%	1.5%	0.4%	1.1%	-15.9%	8.3%
35	S=C(NCCc1ccccn1)NC1CC2CCC1C2 (stereo not given)	11.3%[10 µM]	10.1%[11.6 µM]	0.4%[9.22 µM]	-4.0%	·	·	-1.4%[11.6 µM]	·
36	O=C(O)C1CCCN1S(=O)(=O)c1cccs1 (stereo not given)	15.4%	1.0%	1.6%[9.22 µM]	-0.8%	-2.4%	-8.6%	12.0%	-0.6%
37	O=C1OCCC1Sc1nnc(-c2ccc(Cl)cc2)n1Cc1ccccc1 (stereo not given)	-18.6%[10 µM]	-0.6%	-14.4%	2.6%	-14.8%	-6.3%	1.5%	-1.3%
38	O=C(CSc1c2c(nc3cc(Cl)ccc13)CCCC2)N1CCN(c2ccccc2)CC1	·	-21.6%	·	·	·	?	-1.3%	-69.2%[inhibitor]
39	Cc1cc([N+](=O)[O-])ccc1NC(=O)c1ccco1	19.0%[10 µM]	6.6%	17.9%[9.22 µM]	6.0%	15.8µM*	9.9%	-6.8%	·
40	O=C(NCc1cccnc1)c1cnc2ccccc2n1	14.8%[10 µM]	-3.3%	-4.5%[9.22 µM]	2.2%	-1.9%	5.7%	5.9%	·
41	Cc1cc(NC(=O)CCS(=O)(=O)c2cc(Br)cc3c2N(C(=O)C2CC2)CC3)ccc1Br	·	-14.6%	·	·	·	-4.3%	-15.0%	-5.0%
42	CCC(Sc1nnc2c(n1)[nH]c1ccccc12)C(=O)Nc1ccccc1OC (stereo not given)	·	?	·	·	·	-2.0%	?	-57.4%[inhibitor]
43	CN/N=C/c1ccc(C#N)cc1	4.3%[10 µM]	-1.8%	4.7%	?	?	-9.1%	1.8%	8.0%
44	CCOC(=O)C1=C(C)NC(C)=C(C(=O)OCC)C1c1ccc(OC)cc1	-29.7%[10 µM]	-25.3%	28.4%	?	?	-8.3%	7.3%	-4.8%
45	Cc1ccc(NC(=O)COC(=O)Cc2ccsc2)c(C)c1	-10.7%	-1.1%	-3.9%	2.9%	-2.0%	-8.0%	-0.5%	21.5%
46	COC(=O)c1ccc(COC(=O)C23CC4CC(CC(O)(C4)C2)C3)o1	-3.8%	1.6%	-0.5%[9.22 µM]	-7.0%	4.1%	-1.5%	-5.6%	15.3%
47	CN(C)C(CNC(=O)c1ccc(S(=O)(=O)N(C)C)cc1)Cc1ccccc1 (stereo not given)	7.8%	6.2%	-2.3%	2.2%	?	5.5%	1.1%	5.9%
48	O=C(Nc1ccccc1C(=O)NCCN1CCOCC1)c1ccc(Cl)cc1Cl	-18.8%	-7.8%	?	2.4%	2.0%	1.8%	-3.8%	3.0%
49	CCOCCCNC(=O)CN1CCN(Cc2ccccc2C)C1=O	-11.4%	-1.0%	-9.4%	6.0%	8.0%	-3.5%	3.8%	-10.1%
50	CC/C(C)=N/Nc1nc2sc3c(c2c(=O)[nH]1)CC(C)(C)OC3	37.1%[10 µM]	-18.8%	15.3%	?	?	?	-2.1%	-0.1%
51	CCN(CC)c1c([N+](=O)[O-])c(=O)sc2ccccc12	23.6%[10 µM]	4.8%	1.1%	0.9%	-2.7%	14.1%	-0.3%	10.0%
52	COc1ccccc1NC(=S)NC(=O)/C=C/c1ccco1	24.4%[10 µM]	-15.2%	?	?	25.1µM*	?	-13.2%	0.9%
53	CCOC(=O)CNC(=O)O[C@@H]1C(=O)c2cc(OC)ccc2O[C@H]1c1ccc(OC)c(Br)c1	6.9%	?	·	?	1.9%	-15.1%	-4.2%	10.6%

A portion of the library; rates above refer to the full screens.
